# HUVEC tox TNFa = HUVEC cytotoxicity counter-screen, TNF alpha stimulated; HUVEC TNFalpha-stimulated, Hoechst cell count, imaging; cell count reduction, % at 2 µM; 93,000 compounds, 0.17% hits; AID 848;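 active = cell count reduction exceeding the screen mean by over 5 SD, scaled to untreated wells per plate, cut at about 78% in these data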;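 note: cells counted after 24 h of TNF alpha exposure following the 1 h pretreatment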
# sEH inh = blocks human soluble epoxide hydrolase activity; AID 707; inhibition, % at 2 µM; 91,000 compounds, 0.34% hits; recombinant human sEH enzymatic activity assay; in the data active = inhibition above about 80%; note: values of inactives mirror those of a sister screen read the other way; many of its hits are not listed in these tables
# Target sequence (P34913 whole entry, looked up): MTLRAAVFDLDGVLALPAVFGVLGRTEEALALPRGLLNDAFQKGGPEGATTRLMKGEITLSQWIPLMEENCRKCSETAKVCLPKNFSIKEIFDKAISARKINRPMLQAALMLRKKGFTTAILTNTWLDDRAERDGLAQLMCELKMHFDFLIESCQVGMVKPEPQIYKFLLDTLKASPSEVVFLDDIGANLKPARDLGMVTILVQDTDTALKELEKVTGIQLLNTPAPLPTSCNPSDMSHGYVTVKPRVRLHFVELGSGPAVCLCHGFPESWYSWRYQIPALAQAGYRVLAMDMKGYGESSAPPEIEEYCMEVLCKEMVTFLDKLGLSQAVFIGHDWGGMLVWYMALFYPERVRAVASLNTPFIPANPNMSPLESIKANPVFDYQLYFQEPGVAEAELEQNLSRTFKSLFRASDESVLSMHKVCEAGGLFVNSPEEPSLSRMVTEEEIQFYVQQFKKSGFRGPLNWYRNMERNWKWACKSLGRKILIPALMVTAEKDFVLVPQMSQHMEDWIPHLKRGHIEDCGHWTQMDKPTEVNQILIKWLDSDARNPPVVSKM
# cytoskel mod = modifiers of cytoskeleton assembly; HUVEC TNFa F-actin phalloidin imaging, high content; inhibition, % at 2 µM; 91,000 compounds, 0.18% hits;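 active = inhibition above the batch mean plus 3 SD and confirmed as a hit by visual image inspection, cut at about 30% in these data, passing the limit was not always enough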; note: strong numbers were not always called active
# Smad3 inh = blocks human Smad3 binding to FoxH1 peptide; P84022; TR-FRET Smad3/Dy647-FoxH1 peptide binding, europium anti-His; inhibition, % at 25 µM; 88,000 compounds, 0.29% hits; AID 630;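 active = compounds that reduce the energy-transfer binding signal between the protein and its labelled peptide by more than half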;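 note: 0% = Smad3 plus labelled peptide maximal FRET and 100% = peptide-only background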
# Target sequence (P84022 whole entry, looked up): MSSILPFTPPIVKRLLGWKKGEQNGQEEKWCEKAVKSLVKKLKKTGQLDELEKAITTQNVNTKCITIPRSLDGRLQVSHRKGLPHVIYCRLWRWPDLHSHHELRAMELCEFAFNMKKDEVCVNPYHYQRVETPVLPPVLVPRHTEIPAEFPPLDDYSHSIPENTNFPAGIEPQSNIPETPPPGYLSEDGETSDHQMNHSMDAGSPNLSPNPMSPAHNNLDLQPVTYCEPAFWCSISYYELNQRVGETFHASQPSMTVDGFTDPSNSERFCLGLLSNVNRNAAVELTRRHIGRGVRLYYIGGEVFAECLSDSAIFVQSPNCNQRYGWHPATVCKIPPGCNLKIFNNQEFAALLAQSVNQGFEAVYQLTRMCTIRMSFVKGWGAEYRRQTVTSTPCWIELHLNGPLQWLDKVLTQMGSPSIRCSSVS
# sEH activator = soluble epoxide hydrolase (human) activation; P34913; purified human sEH enzymatic activity, activator screen; activation, % at 2 µM; 91,000 compounds, 0.04% hits; in the data active = activation above about 37%; note: values of inactives mirror those of a sister screen read the other way
# VCAM1 TNFa inh = reduces TNF alpha induced VCAM1 expression in HUVEC. inhibition, % at 2 µM. AID 802. HUVEC TNFa-induced VCAM-1 immunofluorescence, high-content imaging. 95,000 compounds, 0.48% hits;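 active = inhibition above the batch mean plus 3 SD, with images confirmed as a hit by eye, cut at about 37% in these data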;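 note: 0% = TNF-stimulated DMSO wells and 100% = unstimulated control wells; not every result past the cut was called active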
# HUVEC tox IL1B = HUVEC cytotoxicity counter-screen, IL-1B stimulated; HUVEC cell count loss, Hoechst imaging; 94,000 compounds, 0.41% hits; AID 845; cell count reduction, % at 2 µM;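 active = cell count reduction more than 3 SD above the screen-wide mean, cut at about 70% in these data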;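 note: normalized per plate to untreated control cells as the no-loss baseline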
# Candida biofilm = kills Candida albicans biofilms; C. albicans biofilm + clotrimazole, Alamar Blue; inhibition, % at 6 µM; 85,000 compounds, 0.14% hits;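 active = inhibition above 20%; inactive = inhibition below 20%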;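 note: preformed 24 hr biofilms exposed to compound for 48 hr; 0% = biofilm without compound and 100% = blank killed by clotrimazole plus chlorhexidine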
# ERb coact inh = blocks coactivator binding to human estrogen receptor beta | Q92731 | TR-FRET ER-beta LBD / SRC1-Cy5 peptide binding; receptor agonist-loaded with 1 µM estradiol | inhibition, % at 25.6 µM | 86,000 compounds, 1.3% hits | AID 633;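 active = compounds whose percent inhibition of the receptor-coactivator binding signal exceeds about 50% in the single-dose screen, limit read from the data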;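 note: 0% = receptor plus peptide wells without compound and 100% = peptide-only wells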
# The depositor's hits bear a star; x = no result given; [ ] = remark or other dose.
SMILES,HUVEC tox TNFa,sEH inh,cytoskel mod,Smad3 inh,sEH activator,VCAM1 TNFa inh,HUVEC tox IL1B,Candida biofilm,ERb coact inh
O=C(c1ccco1)N1CCN(c2ncnc3c2[nH]c2ccccc23)CC1,0,-5,-30,-6,9,20,4,-1,-5
CN(CCNC(=O)C1CCN(S(=O)(=O)N2CCOCC2)CC1)CCc1ccccc1,-10,4,0,-3,-5,5,-6,8,-5
COCCCn1c2nc3ccccc3nc2c2c(=O)n(Cc3ccc(Cl)cc3)cnc21,-15,-11,14,6,10,5,-1,11,38[fluorescence artefact?]
O=C(Cc1nc(-c2ccc(Br)s2)cs1)NCCN1CCOCC1,-21,-7,-13,-5,4,11,-22,11,5
Cc1noc(/C=C/N(C)C)c1S(=O)(=O)N1CCCC(C(=O)NC2CCCCC2C)C1 (stereo unspecified),-17,24,16,3,-21,0,-14,1,-1
COCC(N)(c1ccccc1)c1nc2ccccc2n1C (stereo unspecified),7,9,-8,-1,-9,1,-18,13,2[fluorescence artefact?]
Brc1cc(Br)c2nc(-c3cccs3)ccc2c1,-13,8,-12,9,-8,16,5,4,-5
Cc1ccc(S(=O)(=O)N2CCC[C@H]2C(=O)OC(C)C(=O)Nc2ncc(Cl)cc2Cl)cc1 (stereo partly specified),-4,-9,7,1[fluorescence artefact?],7,2,-1,6,-18
Cc1ccc2nc(NCCCNC(=O)c3cnccn3)c(C#N)cc2c1,-15,13,29,-18,-11,4,5,-2,3
CC(C(=O)NC1=NCCS1)N1C(=O)C2CC=CCC2C1=O (stereo unspecified),-45,1,5,-10,-3,-5,-10,-4,-4[fluorescence artefact?]
CC(C)(C)NC(=O)Cn1ccc(=N)c2ccccc21,64,-4,-30,-6,2,18,3,7,-4
Fc1cccc(NC(=S)NCCCN2CCOCC2)c1,-11,-34,10,x,33,7,4,x,x

# A run of entries taken from the entries so far, as a working copy:
SMILES,HUVEC tox TNFa,sEH inh,cytoskel mod,Smad3 inh,sEH activator,VCAM1 TNFa inh,HUVEC tox IL1B,Candida biofilm,ERb coact inh
CC(C(=O)NC1=NCCS1)N1C(=O)C2CC=CCC2C1=O (stereo unspecified),-45,1,5,-10,-3,-5,-10,-4,-4[fluorescence artefact?]
CC(C)(C)NC(=O)Cn1ccc(=N)c2ccccc21,64,-4,-30,-6,2,18,3,7,-4
Fc1cccc(NC(=S)NCCCN2CCOCC2)c1,-11,-34,10,x,33,7,4,x,x

# Back to the main list with the 3 entries that preceded the break.
SMILES,HUVEC tox TNFa,sEH inh,cytoskel mod,Smad3 inh,sEH activator,VCAM1 TNFa inh,HUVEC tox IL1B,Candida biofilm,ERb coact inh
CC(C(=O)NC1=NCCS1)N1C(=O)C2CC=CCC2C1=O (stereo unspecified),-45,1,5,-10,-3,-5,-10,-4,-4[fluorescence artefact?]
CC(C)(C)NC(=O)Cn1ccc(=N)c2ccccc21,64,-4,-30,-6,2,18,3,7,-4
Fc1cccc(NC(=S)NCCCN2CCOCC2)c1,-11,-34,10,x,33,7,4,x,x
CC(Sc1sc(=S)sc1SC(C)C(=O)O)C(=O)O (stereo unspecified),-45,8,x,-1,-7,0,-41,3,12
O=C(Nc1ccccc1)N1CCCCC1c1cccnc1 (stereo unspecified),-3,24,6,-9,-24,-2,-8,5,-3
Cc1ccc(-c2nc3ncccn3c2Nc2ccc3c(c2)OCCO3)o1,4,-22,-20,9,24,11,-9,5,0
COC(=O)c1ccc(N2CCN(CC(=O)c3ccc(-c4ccccc4)cc3)CC2)c([N+](=O)[O-])c1,1,-20,14,x,22,10,53,x,x
CC(O)CNC(=O)C1CCN(Cc2ccc(OCc3ccccc3)cc2)CC1 (stereo unspecified),-8,4,-23,3,-5,10,3,5,-15
Cc1cc(C(=O)OCC(=O)c2ccc3c(c2)OCCO3)c(C)o1,-42,9,-10,7,-10,-23,-19,4,-8
CC(C)NC(=O)C1CCCN(c2nnc(-n3cccc3)s2)C1 (stereo unspecified),-28,9,7,-12,-10,10,-7,7,-8
CCOc1ccccc1N(CC(=O)Nc1ccc2c(c1)OCCO2)S(C)(=O)=O,-35,3,4,0,-1,5,-94,2,-1
CCCn1nc(C(=O)N2CC(=O)Nc3ccccc32)c2ccccc2c1=O,x,-5,x,1,6,x,-14,6,9
CCOC(=O)c1ccc(NC(=O)c2ccc(C)c(S(=O)(=O)N3CCOCC3)c2)cc1,-16,46,12,0,-47,-3,-28,3,-7
Cc1ccc2ncnc(NCCC(=O)O)c2c1,-12,-7,8,7,8,-23,-16,6,-6
CCOC(=O)c1sc(NC(=O)c2ccccc2)cc1C,-40,62,15,x,-61,-45,-8,x,x
CCCCSC1(SCCCC)N=C(N)C2(C#N)C(c3ccccc3)NC(C)=CC12C#N (stereo unspecified),-5,1,-15,5,3,10,-9,5,-9
O=C(NC1CCCC1)C(c1ccccc1)N(C(=O)c1ccno1)c1cccnc1 (stereo unspecified),-11,1,-41,0[fluorescence artefact?],1,-10,-8,7,1
O=C(CSCc1ccccc1)N1CCN(C(=O)c2ccco2)CC1,-3,-7,-18,2,9,16,-4,9,-5
COc1ccccc1N1CCN(C2CCCC(C)C2)CC1 (stereo unspecified),-20,4,2,7,-7,-10,x,2,-1
COc1ccc(CN2CC(C(=O)NCCC3=CCCCC3)CC2=O)cc1 (stereo unspecified),-32,6,-19,7,-6,6,-10,1,4[fluorescence artefact?]
NC(=O)c1sc2nc(N3CCOCC3)c3c(c2c1N)CCCC3,9,-4,-10,8,3,2,-12,-7,-14[fluorescence artefact?]
CCOc1cccc(SCc2noc(C(=O)NC(C)C)c2C(=O)O)c1,-41,-2,8,x,8,4,-4,x,x
CSC1=NCCN1C(=O)c1c(F)cccc1F,-23,7,6,2[fluorescence artefact?],-7,4,11,4,3
CN1CCN(Cc2nc3c(c(=O)[nH]c(=O)n3C)n2CCc2ccccc2)CC1,-11,16,5,10,-16,20,25,5,-4[fluorescence artefact?]
CCOc1ccc(NC(=S)NC(=O)/C=C/c2ccc(OC)c(OC)c2)c([N+](=O)[O-])c1,0,-11,13,x,12,-1,6,x,x
NC(=O)Cn1c(S(=O)(=O)Cc2ccccc2)nc2ccccc21,-5,16,3,12,-14,-8,-43,8,-5
COc1cc(NC2=CC(=O)CC(C)(C)C2)cc(OC)c1OC,-13,8,-11,0,-7,9,-32,1,-10

# Shown as labelled records: part of the list above
Structure: Cc1ccc2nc(NCCCNC(=O)c3cnccn3)c(C#N)cc2c1
  HUVEC tox TNFa: -15 | sEH inh: 13 | cytoskel mod: 29 | Smad3 inh: -18 | sEH activator: -11 | VCAM1 TNFa inh: 4 | HUVEC tox IL1B: 5 | Candida biofilm: -2 | ERb coact inh: 3

Structure: CC(C(=O)NC1=NCCS1)N1C(=O)C2CC=CCC2C1=O (stereo unspecified)
  HUVEC tox TNFa: -45 | sEH inh: 1 | cytoskel mod: 5 | Smad3 inh: -10 | sEH activator: -3 | VCAM1 TNFa inh: -5 | HUVEC tox IL1B: -10 | Candida biofilm: -4 | ERb coact inh: -4[fluorescence artefact?]

# Going on with the list:
SMILES,HUVEC tox TNFa,sEH inh,cytoskel mod,Smad3 inh,sEH activator,VCAM1 TNFa inh,HUVEC tox IL1B,Candida biofilm,ERb coact inh
COC(=O)c1cc(NC(=O)Cc2ccccc2[N+](=O)[O-])cc(C(=O)OC)c1,-47,-2,4,x,0,19,-14,x,x
O=C(Cn1nc(-c2ccc(Cl)cc2)ccc1=O)NCC1CCCO1 (stereo unspecified),-20,-2,-7,9,0,-4,-10,4,-6[fluorescence artefact?]
O=c1[nH]cnc2nc(-c3ccccc3)c(-c3ccccc3)nc12,-10,-8,7,x,11,0,5,x,x
COc1ccc(-n2nnnc2SCC(=O)Nc2nc3c(s2)CCCC3)cc1,-28,0,0,-4,0,7,-9,5,-10
O=C(NC12CC3CC(CC(C3)C1)C2)c1ccc(=O)oc1,-38,x,-8,5,x,10,-15,6,-6
Cc1ccc(CSc2nc3c(c(N(C)C)n2)CCCC3)cc1,-17,-3,-36,x,5,3,-43,x,x
CCOC(=O)Cc1csc(NC(=O)CCCN2C(=O)c3ccccc3C2=O)n1,-12,-4,16,-3,3,17,-26,5,-13
Cc1ccc(Nc2nc(N)nc(CN3CCN(C)CC3)n2)cc1C,-30,12,-42,8,-9,3,6,9,-5
O=C(Nc1ccccc1C(F)(F)F)Nc1cccc2ccccc12,6,-1,-6,x,1,2,-29,x,x
O=C(CN1CCCCC1)N1c2ccccc2Sc2ccc(C(F)(F)F)cc21,5,7,-8,1,-4,9,-25,9,-1
CC(=O)C1=C(O)C(=O)N(c2ccc(C(=O)O)cc2)C1c1ccccc1 (stereo unspecified),-18,-8,8,0,9,-8,-4,0,-2
CCCNC(=O)c1c(C)cc(=O)oc1C,-7,-10,x,1,11,3,-39,2,-2[fluorescence artefact?]
OC(COc1ccccc1)CN1C2=NCCCN2c2ccccc21 (stereo unspecified),14,-9,-11,2,6,-4,1,10,0
O=C(CCCn1c(=O)[nH]c2cc(Cl)ccc2c1=O)NCCC1=CCCCC1,-8,40,-5,-18,-40,-1,-43,-2,1[fluorescence artefact?]
O=C1c2ccccc2-c2nc3ccccc3nc21,-24,9,x,13,-12,-2,8,2,14
CCn1cc(C(=O)NCc2ccco2)c(=O)c2cc(S(=O)(=O)N3CC(C)CC(C)C3)ccc21 (stereo unspecified),-24,7,18,3,-5,1,-10,7,5
CC(=O)c1c(C)cc(C)c(CSc2nnc(-c3ccco3)o2)c1C,-1,3,-17,1,-5,-16,-20,6,7
O=C1C2CCCCN2C(=O)N1CCN1CCN(c2ccc([N+](=O)[O-])cc2)CC1 (stereo unspecified),-4,7,10,x,-4,4,4,x,x
Nc1ccccc1SCc1cn2cccnc2n1,-22,-7,14,0,6,-8,-8,7,-6
O=C(Nc1cccnc1Cl)c1cc(-c2ccco2)on1,-4,-14,x,-10,13,1,11,5,8
COCCN1Cc2cccc(C(=O)N3CCN(c4cc(C)ccc4C)CC3)c2C1=O,-40,4,-1,-1,-5,10,-2,-1,-5[fluorescence artefact?]
COc1c2occc2c(OC)c2c(=O)cc(C(F)(F)C(F)(F)F)oc12,-2,-4,9,9,1,31,3,1,-3[fluorescence artefact?]
Cc1ccc(C(=O)Nc2ccccc2N2CCN(C(=O)C(C)C)CC2)cc1,-23,-2,-10,8,4,5,-18,5,7
CC1(C)Cc2ccccc2C(NNC(=O)c2ccncc2)=N1,-17,-11,-14,x,14,10,19,x,x
O=C(OCC#CCSc1nnc(-c2ccccc2)o1)c1cccs1,-9,-11,1,-2,10,-8,-2,14,3
Cc1nn(C)c(C)c1S(=O)(=O)NC1CCCc2ccccc21 (stereo unspecified),-37,11,5,4,-8,-9,-4,5,-7[fluorescence artefact?]

# Bioassay records from PubChem.

# This is a subset; the hit share may differ from the screen's.
